High-throughput results: PubChem BioAssay, Broad Institute
Casp6 inh = blocks human caspase-6 cleavage activity. P55212. purified caspase-6, Z-VEID-R110 cleavage fluorescence. inhibition, % at 12.5 µM. hit rate 0.53% among 350,000;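 active = mean inhibition across replicates at least about 35%, with every replicate also reaching that limit, limit read from the data; inconclusive = only one of the two criteria met; inactive = neither criterion met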;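 note: 0% = median of neutral control wells and 100% = no fluorescence left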
Target sequence (P55212 24-179 limits assumed): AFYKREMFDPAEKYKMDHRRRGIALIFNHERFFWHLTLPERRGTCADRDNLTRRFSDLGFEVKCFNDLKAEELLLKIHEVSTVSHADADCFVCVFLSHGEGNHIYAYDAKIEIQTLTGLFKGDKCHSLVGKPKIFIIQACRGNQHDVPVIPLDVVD
Target sequence (P55212 194-293 limits assumed): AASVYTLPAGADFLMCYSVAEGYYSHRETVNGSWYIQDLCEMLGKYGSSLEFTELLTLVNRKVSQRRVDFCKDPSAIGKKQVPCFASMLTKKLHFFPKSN
RAD54 inh = blocks human RAD54 Holliday junction branch migration; Q92698; FAM/BHQ fluorescence; inhibition, % at 10.4 µM; hit rate 0.14% among 360,000; AID 602329;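 active = mean normalized replicate activity at least 40 and at least half of replicates scoring 40 or more; inconclusive = only one of the two criteria met; inactive = mean below 40 and under half of replicates reaching 40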;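 note: 0% = median of neutral control wells and 100% = median of positive control wells; inhibitors cause a drop in the FAM fluorescence signal; in these data hits start at about 50%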
Target sequence (Q92698 whole entry, looked up): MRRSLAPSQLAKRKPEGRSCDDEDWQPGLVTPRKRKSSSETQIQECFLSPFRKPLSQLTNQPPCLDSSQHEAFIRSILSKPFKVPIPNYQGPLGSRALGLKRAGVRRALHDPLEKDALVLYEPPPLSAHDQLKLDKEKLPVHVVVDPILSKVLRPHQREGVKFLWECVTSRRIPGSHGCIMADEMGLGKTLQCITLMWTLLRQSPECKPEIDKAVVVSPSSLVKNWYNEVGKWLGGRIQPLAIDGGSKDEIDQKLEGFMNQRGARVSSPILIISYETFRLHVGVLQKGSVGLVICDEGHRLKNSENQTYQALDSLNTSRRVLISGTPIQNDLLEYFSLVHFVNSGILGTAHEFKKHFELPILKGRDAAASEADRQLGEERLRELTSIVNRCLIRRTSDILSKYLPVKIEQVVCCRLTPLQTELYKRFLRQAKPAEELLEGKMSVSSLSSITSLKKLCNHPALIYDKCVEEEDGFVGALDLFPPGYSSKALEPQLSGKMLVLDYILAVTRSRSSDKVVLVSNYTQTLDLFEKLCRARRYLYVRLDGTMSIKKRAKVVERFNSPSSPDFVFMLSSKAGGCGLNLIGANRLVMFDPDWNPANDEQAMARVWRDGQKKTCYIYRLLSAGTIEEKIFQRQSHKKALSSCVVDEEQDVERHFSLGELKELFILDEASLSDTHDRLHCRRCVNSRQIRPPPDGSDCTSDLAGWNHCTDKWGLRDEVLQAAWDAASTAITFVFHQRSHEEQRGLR
GSIS activator = primary screen for activators of insulin secretion dependent on glucose, INS-1E cells, GLuc reporter luminescence; INS-1E GLuc reporter insulin secretion, 2-3 h; activation, % at 16.6 µM; hit rate 0.61% among 370,000; AID 743287;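 active = lowest replicate activation of at least 40%, so every replicate reaches that level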;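 note: 0% = median of neutral control wells and 100% = median of IBMX positive control wells; some compounds called inactive have numbers as strong as hits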
CFTR F508del cor = correctors of CFTR F508del function in bronchial epithelial cells; hit rate 0.36% among 350,000; CFBE cells, YFP halide quenching; stimulated with forskolin plus potentiator P3; % fluorescence drop versus neutral controls; activity (quench increase), % at 7.58 µM;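 active = mean added fluorescence quench of at least 8% versus neutral control, with both replicates also reaching 8%; inconclusive = only one of the mean or replicate conditions met; inactive = mean below 8% and not both replicates reaching 8%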;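 note: cells transiently co-express mutant CFTR-F508del with the halide-sensitive YFP; corrector assay measuring rescue of mutant channel to the surface after 24 h compound exposure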
DENV2 CPE = inhibitors of DENV2 cytopathic effect. hit rate 1.7% among 350,000. CPE inhibition, % at 9.99 µM. DENV2-infected cells, cytopathic effect rescue, plate reader; in the data active = CPE inhibition above about 20%, passing the limit was not always enough; inconclusive = no clear call, values can overlap the other calls; tested in BHK-21 cells;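 note: 0% = median of neutral control wells and 100% = median of positive control wells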
RAD52 inh = blocks human RAD52 DNA annealing | recombinant RAD52 DNA annealing, FRET fluorescence | inhibition, % at 18.7 µM | P43351 | hit rate 0.46% among 360,000 | AID 651710;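 active = every replicate showing at least 50% inhibition; inconclusive = mean inhibition at least 50% but not in every replicate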
E-selectin induc = E-selectin induction on HUVECs; activation, % at 7.58 µM; HUVEC E-selectin immunofluorescence imaging; normalized: neutral wells 0, TNF-alpha wells 100; hit rate 0.37% among 260,000;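 active = mean E-selectin-positive cell signal at least 10% of the positive control, reached in at least 60% of replicates, without over 20% cell loss; inconclusive = no rule given, readout overlaps actives, possibly toxicity-flagged; inactive = the rest, including those meeting only one limit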;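 note: in these data hits start at about 27%; measured in HUVEC primary endothelial cells; signal is the percent of cells scored E-selectin positive by PE staining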
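System: HUVEC / Compound: single concentration / Signal: immunofluorescence imaging / Read-out: percent E-selectin-positive cells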
XiGFP reactiv = X-chromosome reactivation activator. XiGFP mouse fibroblasts, % GFP-positive cells imaging, 3 d; cells co-treated with 5-aza-dC sensitizer; scaled so ellipticine positive control = 100%. activation, % at 7.58 µM. hit rate 0.055% among 360,000;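 active = mean normalized replicate activation at least 10% and every replicate at or above 10%; inconclusive = only one of the two criteria met; inactive = mean below 10% and not all replicates reach 10%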;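 note: 0% = median of on-plate neutral control wells and 100% = ellipticine 6 µM median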
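material = 68-5-11 XiGFP fibroblast line | medium = DMEM plus 5-aza-dC sensitizer | schedule = 3 days compound exposure | benchmarks = positive control ellipticine, 6 µM final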
Starred values were filed as active, the others as inactive; ? = inconclusive; nt = no result given; & = joins results of further samples. Not a hit list. Share with any hit: about 3.7%.

SMILES	Casp6 inh	RAD54 inh	GSIS activator	CFTR F508del cor	DENV2 CPE	RAD52 inh	E-selectin induc	XiGFP reactiv
CCCCCC1C(=O)C[C@@H]2CCN3C(=O)CCC[C@H]1[C@H]23 (some centres undefined)	2.3	6.2	1.3	3.0	-6.6	1.6	0.9	0.1
COc1ccc(S(=O)(=O)N2CCCOC2CNC(=O)C(=O)NCc2cccnc2)cc1 (centres undefined)	0.5	-20.3	-4.0	-0.5	-0.7	-1.9	-0.1	0.1
CN1C(=O)c2cc(NC(=O)C3CCCC3)ccc2OC[C@H]2O[C@@H](CC(=O)NCC(F)(F)F)CC[C@H]21	1.3	-9.9	-7.4	0.3	-7.1	-16.1	0.2	0.2
COc1cc(C(=O)Nc2cccc(S(=O)(=O)N3CCCC3)c2)cc(OC)c1C	3.2	-8.9	-5.0	0.3	-1.5	-10.4	0.0	-0.1
COC(=O)[C@@]12C[C@@H](CC(=O)N3CCN(C(=O)c4ccco4)CC3)C(=O)N(Cc3ccc4c(c3)OCO4)C1=CCC(C)(C)C2	1.3	nt	-47.9	-2.2	-11.7	6.4	-0.5	0.3
Cc1ccc(CN2CC(C(=O)Nc3nc(C)cs3)CC2=O)cc1 (centres undefined)	6.0	-13.2	nt	-1.5	5.9	9.0	-3.2	-0.1
O=C(Nc1cccc(S(=O)(=O)N2CCCCC2)c1)c1ccccn1	1.1	8.4	23.8	-1.3	-4.6	-12.6	4.3	0.1
CC(C)C#Cc1ccc([C@H]2[C@@H](CO)N3CCCCN(S(=O)(=O)Cc4ccccc4)C[C@@H]23)cc1	-0.3	-3.3	-14.7	-2.2	-5.8	-15.0	-0.1	0.1
COc1ccc(NC(=O)Nc2ccc3c(c2)C(=O)N([C@@H](C)CO)C[C@@H](C)[C@@H](CN(C)C(=O)Nc2cccc4ccccc24)OCCCC[C@H](C)O3)cc1	-2.4	3.2	20.8	-2.6	-1.1	-2.0	5.5	0.2
CCN(CC)C(=O)Oc1cc(=O)n2c3c(cccc13)CCC2	nt	-7.9	14.8	nt	nt	nt	0.3	0.1
NC(=O)COC(=O)C1c2ccccc2Oc2ccccc21	-2.4	-1.4	9.1	-0.8	-6.8	-0.2	0.1	0.2
O=C(C[C@H]1CC[C@@H]2[C@H](COC[C@H](O)CN2C(=O)c2ccncc2)O1)NC1Cc2ccccc2C1	-1.1	3.3	2.8	4.6	7.6	1.3	0.2	0.3
CC(=O)Nc1ccc(S[C@@H](CCN2CC[C@H](O)CCC2=O)c2ccccc2)cc1	1.7	5.4	1.2	-1.9	-9.2	-8.6	-0.1	0.0
COC(=O)c1c(-c2ccc(OC)cc2)c2c(c3c4cc(OC)ccc4n(S(=O)(=O)c4ccc(C)cc4)c13)C(=O)N(C)C2	1.2	nt	nt	0.6	?	0.3	0.7	0.1
C=CCOC(=O)C1=C[C@@H](c2csc3ccccc23)C[C@@H](OCc2ccc(CO)cc2)O1	-0.1&3.0	6.6	-12.1	-2.3&3.0	?	-82.9&11.8	0.3	0.0
Cc1cccc(C)c1OCC(O)CN(Cc1ccccc1O)C1CCCCC1 (centres undefined)	-0.1	2.0	-27.7	-1.6	2.2	-14.2	4.8	0.2
COCC(C)NC(=O)C(C)N1c2cccc3cccc(c23)S1(=O)=O (centres undefined)	-1.0	5.4	15.1	-3.6	11.8	-13.6	4.2	0.0
C[C@@H]1CCCCO[C@@H](CN(C)Cc2ccc3c(c2)OCO3)[C@@H](C)CN([C@@H](C)CO)C(=O)c2cc(NC(=O)c3ccccc3)ccc2O1	1.3	2.5	-27.2	1.4	6.2	16.5	0.2	0.1
CCc1ccc(NC(=O)CSc2nc(=O)n(CCCN(C)C)c3c2CCC3)cc1	-11.5	-2.0	-0.9	-2.3	-0.6	5.6	nt	-0.1
COCc1cn(CC[C@H]2CC[C@H](NC(=O)Cc3cccnc3)[C@H](CO)O2)nn1	-1.6	-8.8	3.6	-2.9	-4.3	-3.9	-0.1	0.2
CCCN(C)C[C@H]1Oc2cc(C#Cc3ccccc3)ccc2S(=O)(=O)N([C@@H](C)CO)C[C@H]1C	0.6	-5.5	-13.4	-0.5	-1.5	0.7	-0.1	-0.4
Cc1ccc(S(=O)(=O)Nc2ccc3c(c2)C(=O)N([C@H](C)CO)C[C@@H](C)[C@@H](CN(C)Cc2ccc(Cl)c(Cl)c2)O3)cc1	-1.6	3.8	-9.9	6.9	4.3	-10.6	?	-0.9
CCC(CO)Oc1cc(NC(=O)c2ccc(F)cc2)c2ncn(C(C)C)c2c1 (centres undefined)	-1.2	2.4&-0.7	6.1	1.0	?	-5.7	0.0	0.1
O=C(NNC(=O)c1cnccc1C(F)(F)F)c1cccc(Cl)c1	1.9	0.4	-0.4	-1.1	1.6	-8.5	-0.2	0.2
CC(=O)O[C@H]1C[C@@]2(O)[C@@H](OC(=O)c3ccccc3)C3[C@@](C)([C@@H](O)C[C@H]4OC[C@@]34OC(C)=O)[C@@H](O)[C@H](OC(C)=O)C(=C1C)C2(C)C (some centres undefined)	-5.3	-11.2	-6.7	-3.0	-1.0	-2.1	nt	nt
C=CCOC(=O)C1=C[C@H](c2coc3ccccc3c2=O)C[C@H](OCc2ccc(CO)cc2)O1	1.7	-8.7	-14.5	-0.3	5.6	-15.2	1.0	0.1
CN(c1ccccc1)c1ccc(/C=C(\CCC(=O)O)c2nc3ccccc3s2)cc1[N+](=O)[O-]	37.9*	nt	18.9	nt	-5.5	-13.3	0.0	0.0
CC(=O)c1ccc2c(c1)OCCOCCOc1ccc(C(C)=O)cc1OCCOCCO2	-1.2	2.6	nt	1.9	-3.6	10.6	0.0	0.0
Cc1occc1C(=O)N1CCC2(CCCN(Cc3ccc(F)c(F)c3)C2)C1 (centres undefined)	0.6	-10.8	-8.8	-2.0	-1.2	-25.3	-0.4	0.0
CO[C@H]1CN(C)C(=O)c2ccc(NS(=O)(=O)CC(F)(F)F)cc2OC[C@H](C)N(C)C[C@H]1C	0.1	-11.2	16.5	-2.3	-2.3	13.4	0.0	0.2
CCCn1c(SCC(=O)NC2CCCCC2)nnc1-c1ccccn1	-2.2	-1.0	-4.1	-0.4	nt	-1.3	1.2	0.1
CN(C)C(=O)C[C@H]1CC[C@H]2[C@@H](COC[C@H](O)CN2C(=O)C2CC2)O1	-1.2	-2.1	11.7	-2.1	1.1	-15.8	0.4	0.0
COc1cc(OC)cc(-c2c(C#Cc3ccsc3)c3cc(-c4ccc5cc[nH]c5c4)ccc3n2C)c1	-1.2	3.2	8.8	1.0	-5.7	-57.0	nt	0.0
O=C1CS/C(=N/N=C/c2cccs2)N1Cc1ccc(F)cc1	1.6	0.1	2.9	-0.4	7.1	-13.0	1.0	-0.1
O=C(N[C@H]1C=C[C@@H](CC(=O)N2CCCCC2)O[C@H]1CO)c1ccc2c(c1)OCO2	1.0	-2.5	3.8	2.8	2.6	-8.0	-0.3	-0.1
Cc1cc(C)nc(NS(=O)(=O)c2ccc(N/C=C\C(=O)c3cccs3)cc2)n1	2.9	nt	-2.4	3.6	-0.9	-103.0	nt	0.0
CC(CCc1ccccc1)NC(=O)C(=O)NCc1ccccc1 (centres undefined)	nt	4.4	46.0	nt	nt	nt	0.1	0.0
CC1CCCCN1S(=O)(=O)c1ccc(C(=O)Nc2nnc(-c3ccco3)o2)cc1 (centres undefined)	-2.8	-25.6	-7.4	0.7	-5.5	-25.7	-0.1	0.5
O=c1ccc2ccccc2n1Cc1cccc(F)c1	-0.9	nt	26.3	0.5	-6.0	-7.7	0.0	0.1
COC(=O)CCSCC(=O)Nc1nnc(C)s1	1.1	14.7	4.4	-0.3	8.8	-9.2	nt	0.1
COc1ccc(CNC(=O)C[C@@H]2C=C[C@@H](NS(=O)(=O)c3cccc(OC)c3)[C@@H](CO)O2)cc1	-1.5	nt	20.2	1.3	0.1	-9.4	-0.1	-0.1
CN1CCN(c2ncnc3sc(-c4ccccc4)cc23)CC1	-0.3	nt	11.8	-2.6	-0.4	-12.5	3.4	0.0
Cc1ccc(CCNC(=O)CN(C)S(=O)(=O)c2ccc3c(c2)n(C)c(=O)c(=O)n3C)cc1	0.1	nt	-16.3	1.6	-9.7	1.1	-0.3	-0.1
CN(C)C(=O)C1CCC(=O)N1Cc1cccs1 (centres undefined)	nt	nt	2.0	3.2	6.8	-12.2	2.6	0.4
C[C@@H]1CN([C@@H](C)CO)C(=O)c2cc(NC(=O)Nc3ccccc3)ccc2O[C@H]1CN(C)S(=O)(=O)c1cccs1	-2.9	6.0	-11.8	-1.3	-14.3	-37.8	0.3	-1.0
Cc1ccc(OC(C)C(=O)N(Cc2cccs2)C2CCS(=O)(=O)C2)cc1C (centres undefined)	-5.3	11.3	-2.4	-0.1	-3.7	1.1	nt	0.1
COc1ccc(C(=O)[C@H]2[C@H]3C(=O)N(c4ccc(C)cc4)C(=O)[C@H]3C3C=CC=NN32)cc1 (some centres undefined)	-3.5	-5.0	10.2	1.6	0.5	-12.3	nt	0.0
COc1ccc(C(=O)Nc2ccc(NC(=O)c3cccc(F)c3)cn2)cc1	-1.9	-13.3	12.2	13.3*	-2.0	-4.8	nt	0.4
O=C(Nc1cc(F)ccc1F)N[C@H]1CC[C@@H](CCn2cc(C3CCCCC3)nn2)O[C@@H]1CO	-3.2	-0.1	-9.0	-0.3	1.9	-14.8	0.3	0.4
O=C1NCC(=O)N(Cc2ccccc2)/C1=C/c1ccccc1	2.5	-11.8	-1.0	-0.3	11.9	-0.8	nt	0.0
(continued)
SMILES	Casp6 inh	RAD54 inh	GSIS activator	CFTR F508del cor	DENV2 CPE	RAD52 inh	E-selectin induc	XiGFP reactiv
NNc1nc2ccccc2nc1C(F)(F)F	-2.8	nt	32.6	-5.0	11.5	-14.7	0.0	0.0
Cc1ccc2c(c1)N(CC(=O)NC(C)CCc1ccccc1)C(=O)c1cccnc1O2 (centres undefined)	0.1	2.5	-13.9	1.2	8.3	-7.3	-0.1	0.4
CCN(CC)S(=O)(=O)c1ccc(O)c(C(=O)OCC(=O)Nc2cc(C)c(C)cc2[N+](=O)[O-])c1	-1.0	nt	4.9	1.0	-4.4	2.2	0.0	0.3
O=C(c1cccnc1)N1CC(=O)N2[C@H](CO)[C@H](c3ccc(-c4cccnc4)cc3)[C@H]2C1	-3.5	nt	4.5	-1.5	-6.4	0.8	0.2	0.0
O=c1[nH]cnc2c1ncn2C1CCC(CO)O1 (centres undefined)	1.1	nt	0.3	-0.1	-8.9	3.1	-0.2	0.1
COc1ccc(NC(=O)CNC(c2ccccc2)c2ccccc2)cc1Cl	-1.0	-4.1	-5.4	-0.6	2.5	-28.4	nt	nt
CCCCC1OC(CCc2ccccc2)CC2=C1C(=O)OC(C)(C)O2 (centres undefined)	1.1	nt	-3.2	-1.3	-12.0	0.0	0.2	0.2
O=C(C[C@@H]1CC[C@@H](NC(=O)Nc2ccccc2F)[C@H](CO)O1)NCc1ccc(F)cc1	3.8	nt	10.5	4.7	?	-2.5	1.5	-0.1

2 records drawn at random from the list so far:
SMILES	Casp6 inh	RAD54 inh	GSIS activator	CFTR F508del cor	DENV2 CPE	RAD52 inh	E-selectin induc	XiGFP reactiv
CCN(CC)S(=O)(=O)c1ccc(O)c(C(=O)OCC(=O)Nc2cc(C)c(C)cc2[N+](=O)[O-])c1	-1.0	nt	4.9	1.0	-4.4	2.2	0.0	0.3
O=C(C[C@@H]1CC[C@@H](NC(=O)Nc2ccccc2F)[C@H](CO)O1)NCc1ccc(F)cc1	3.8	nt	10.5	4.7	?	-2.5	1.5	-0.1
